PGC1a acetyl inh – modulators of PGC1a acetylation. inhibition, % at 15.6 µM. U2OS PGC1a acetylation, AlphaScreen anti-acetyl-lysine; with virally co-expressed GCN5 acetyltransferase. hit rate 0.17% among 350,000;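 active means every replicate shows inhibition of at least 40%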;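 further: 0% = neutral control wells and 100% = positive control wells; some results beyond the cut were filed as inactive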
LGR2 antag – blocks bursicon-induced cAMP signaling via Drosophila LGR2. HEK293 LGR2, CRE-luciferase, bursicon-stimulated, 4 h. inhibition, % at 9.99 µM. hit rate 0.35% among 380,000;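 active means drop in luminescence signal, shown as inhibition above about 50% in the replicate tests, limit read from the data, passing the limit was not always enough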;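 further: agonist challenge used bursicon conditioned medium at about half maximal strength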
ERAP1 inh – inhibitors of human ERAP1 aminopeptidase; inhibition, % at 10.7 µM; recombinant ERAP1, Leu-AMC fluorescence, 60 min; hit rate 0.15% among 340,000;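 active means mean replicate inhibition of at least 30%, or all replicates individually reaching that 30% level; inactive means mean below 30% and not every replicate reaching it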;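 further: 0% = neutral control wells and 100% = L-leucinethiol positive control wells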
Target sequence (Q9NZ08 whole entry, looked up): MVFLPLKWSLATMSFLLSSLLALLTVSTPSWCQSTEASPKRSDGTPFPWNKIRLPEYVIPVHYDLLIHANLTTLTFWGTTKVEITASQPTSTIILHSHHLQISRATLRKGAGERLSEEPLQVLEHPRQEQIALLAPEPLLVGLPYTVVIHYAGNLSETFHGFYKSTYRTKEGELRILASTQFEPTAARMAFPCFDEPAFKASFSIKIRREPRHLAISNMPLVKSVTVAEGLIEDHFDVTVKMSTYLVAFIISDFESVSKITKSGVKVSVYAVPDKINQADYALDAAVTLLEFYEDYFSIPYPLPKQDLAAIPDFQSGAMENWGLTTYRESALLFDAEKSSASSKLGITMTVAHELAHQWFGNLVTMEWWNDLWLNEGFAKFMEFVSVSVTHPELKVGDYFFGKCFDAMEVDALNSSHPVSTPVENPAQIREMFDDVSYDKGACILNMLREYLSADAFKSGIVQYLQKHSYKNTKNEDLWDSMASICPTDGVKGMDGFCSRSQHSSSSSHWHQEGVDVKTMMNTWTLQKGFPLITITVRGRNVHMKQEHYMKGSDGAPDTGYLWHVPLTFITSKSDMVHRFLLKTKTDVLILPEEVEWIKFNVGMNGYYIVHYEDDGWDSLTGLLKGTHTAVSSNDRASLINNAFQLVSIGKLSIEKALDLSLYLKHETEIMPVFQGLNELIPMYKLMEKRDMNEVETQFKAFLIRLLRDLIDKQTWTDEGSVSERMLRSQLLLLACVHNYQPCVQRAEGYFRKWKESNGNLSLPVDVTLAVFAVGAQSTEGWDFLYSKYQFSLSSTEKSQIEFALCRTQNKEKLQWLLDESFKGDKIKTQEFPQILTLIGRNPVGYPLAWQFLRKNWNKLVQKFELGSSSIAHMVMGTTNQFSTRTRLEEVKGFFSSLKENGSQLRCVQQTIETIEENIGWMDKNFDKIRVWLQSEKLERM
EWS-Fli block – EWS/Fli transcriptional activity inhibition; AID 651661; inhibition, % at 12.6 µM; hit rate 0.67% among 350,000; A673 NR0B1-luciferase reporter, viability-normalised;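 active means mean inhibition of at least 50% after viability correction, with every replicate also passing that limit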;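 further: firefly luciferase signal divided by Alamar Blue viability fluorescence both relative to DMSO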
PAX8 inh HTS – lowers PAX8-driven luciferase in RMG-I cells. RMG-I TPO-luciferase reporter, SteadyGlo, 24 h. inhibition, % at 12.6 µM. hit rate 1.2% among 360,000. AID 652154;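 active means mean replicate inhibition at least 60% with every replicate also reaching 60%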;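 further: luciferase light reporting Pax8 driven TPO promoter activity; plate controls were median of neutral control wells for no effect and mitoxantrone controls for full effect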
FN deposit inh – fibronectin deposition inhibition | AH1F fibroblasts, Alexa488-fibronectin deposition fluorescence, overnight | inhibition, % at 12.6 µM | hit rate 0.086% among 350,000;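 active means mean inhibition across replicates of 30% or more, regardless of how many single replicates reach that level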;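 further: positive control wells lacked labelled fibronectin entirely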
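Material: AH1F fibroblasts assembling fluorescent fibronectin matrix; amount: 10000 AH1F cells/well; medium: DMEM, 2% serum; reagent: Alexa488-fibronectin, 24 nM final in well; dosing: single compound dose, delivered by pin transfer; incubation: 1 h adhesion, overnight exposure; detection: fluorescence after three HBSS washes, excitation 485 nm, emission 525 nm; measure: fibronectin deposition inhibition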
PglD inh – PglD (C. jejuni) enzyme inhibition; AID 602405; purified PglD enzyme, DTNB colorimetric CoA detection; inhibition, % at 12.5 µM; hit rate 0.098% among 360,000; in the data active means inhibition above about 16%, passing the limit was not always enough; further: strong numbers were not always called active
S100A4 inh HTS – S100A4-myosin IIA interaction inhibition. P26447. S100A4/TAMRA-MyoIIA peptide fluorescence polarization. inhibition, % at 10.7 µM. hit rate 0.14% among 360,000;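 active means mean inhibition of at least 70% across replicates, with every replicate also reaching that level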
Target sequence (P26447 whole entry, looked up): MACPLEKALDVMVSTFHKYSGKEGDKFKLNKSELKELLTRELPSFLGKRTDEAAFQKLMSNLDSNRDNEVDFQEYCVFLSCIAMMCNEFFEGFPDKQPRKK
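Material: S100A4 monomer protein / Buffer or medium: 50 mM HEPES pH 7.2, 10 mM CaCl2, 100 mM KCl / Times: 5 min incubation before reading / Benchmarks: neutral control DMSO, positive control TFP / Reagent: labelled myosin peptide probe, 5 nM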
* marks the source's active call; other numbers are inactive results; & = joins results of further samples.

How did C[C@H]1CCC[C@]2(CC(=O)c3cc(F)ccc3O2)C1 do in these assays?
PGC1a acetyl inh: 0; LGR2 antag: 11; EWS-Fli block: -1; PAX8 inh HTS: -7; FN deposit inh: 4; PglD inh: -3; S100A4 inh HTS: 7

Results for O=C(c1ccccc1)N1CC2(C1)[C@H](c1ccccc1)[C@H](CO)N2Cc1cc(F)ccc1F ?
PGC1a acetyl inh: -17; LGR2 antag: 8; ERAP1 inh: 3; EWS-Fli block: 5; PAX8 inh HTS: 10; S100A4 inh HTS: 0

Results for Cc1coc2c(C)c3oc(=O)c(CCC(=O)NCCCn4ccnc4)c(C)c3cc12 ?
PGC1a acetyl inh: 4; LGR2 antag: -9; ERAP1 inh: -2; EWS-Fli block: -2; PglD inh: 6; S100A4 inh HTS: 1

How did Cc1ccc(C(=O)OCC(=O)NCCc2ccc(S(N)(=O)=O)cc2)o1 do in these assays?
PGC1a acetyl inh: 7; LGR2 antag: 7; ERAP1 inh: 3; EWS-Fli block: 4; PAX8 inh HTS: -10; FN deposit inh: 0; PglD inh: 5; S100A4 inh HTS: -2

What do the screens show for `Fc1ccc(F)c(NC2=NCCCCC2)c1`?
LGR2 antag: 4; ERAP1 inh: -1; EWS-Fli block: 1; PAX8 inh HTS: -17; FN deposit inh: 5; PglD inh: 1; S100A4 inh HTS: 1

How did CSc1ccccc1Nc1ncnc(N)n1 do in these assays?
PGC1a acetyl inh: 3; LGR2 antag: -5; ERAP1 inh: -3; EWS-Fli block: -9; PAX8 inh HTS: -1; FN deposit inh: 10; S100A4 inh HTS: -2

What do the screens show for `O=C(COc1cc(F)ccc1[N+](=O)[O-])Nc1ccc(N2CCCCC2)cc1`?
LGR2 antag: -2; ERAP1 inh: 4; EWS-Fli block: -8; PAX8 inh HTS: -2; FN deposit inh: -3; PglD inh: -3; S100A4 inh HTS: 3

What do the screens show for `CCN(CC)CCNC(=O)c1ccc(NC(=O)c2ccc(S(=O)(=O)N3CCCCCC3)cc2)cc1`?
PGC1a acetyl inh: -15; LGR2 antag: -11; ERAP1 inh: 3; EWS-Fli block: 8; PAX8 inh HTS: 17; FN deposit inh: 3; PglD inh: 4; S100A4 inh HTS: -4

Results for CCCC(=O)N(Cc1cc(=O)[nH]c2ccccc12)c1ccccc1OC ?
PGC1a acetyl inh: -1; LGR2 antag: -8; ERAP1 inh: 2; EWS-Fli block: 0; PAX8 inh HTS: 5; FN deposit inh: -4; PglD inh: 3; S100A4 inh HTS: -9

How did C[C@H](CO)N1C[C@H](C)[C@H](CN(C)C(=O)Nc2ccc3c(c2)OCO3)Oc2ncc(-c3cc4ccccc4o3)cc2C1=O do in these assays?
PGC1a acetyl inh: -3; LGR2 antag: 26; ERAP1 inh: 0; EWS-Fli block: -3; PAX8 inh HTS: 55; FN deposit inh: -13; PglD inh: -1; S100A4 inh HTS: -7

What do the screens show for `O=C(NCc1ccccc1)c1ccc(=O)oc1`?
PGC1a acetyl inh: -9; LGR2 antag: -9; ERAP1 inh: 2; EWS-Fli block: -7; PAX8 inh HTS: 0; FN deposit inh: 2; PglD inh: -4; S100A4 inh HTS: -9

What do the screens show for `O=C(CN1C(=O)NC2(CCCCC2)C1=O)NCCc1ccccc1`?
PGC1a acetyl inh: -2; LGR2 antag: -2; ERAP1 inh: 0; EWS-Fli block: -6; PAX8 inh HTS: -5; FN deposit inh: 6; PglD inh: 3; S100A4 inh HTS: -3

How did Cc1ccc(S(=O)(=O)NC2(C(F)(F)F)NC(=O)N(c3ccccc3F)C2=O)cc1 (stereo unspecified) do in these assays?
PGC1a acetyl inh: 2; LGR2 antag: -8; ERAP1 inh: -6; EWS-Fli block: -5; PAX8 inh HTS: 3; FN deposit inh: 5; PglD inh: -5; S100A4 inh HTS: -3

What do the screens show for `O=C(Cn1nnc(-c2cccc(C(F)(F)F)c2)n1)NC1CCCC1`?
LGR2 antag: 6; ERAP1 inh: 3; PglD inh: -1; S100A4 inh HTS: -1

How did CCc1c(-c2ccc(OC)c(OC)c2)ncn1CCc1ccccc1OC do in these assays?
LGR2 antag: 1; ERAP1 inh: 0; EWS-Fli block: 8; PAX8 inh HTS: 2; FN deposit inh: 4; S100A4 inh HTS: 1

Results for CCOc1ccc(OCC(=O)OCC(=O)N(CC(C)C)c2c(N)n(Cc3ccccc3)c(=O)[nH]c2=O)cc1 ?
LGR2 antag: -14; ERAP1 inh: 0; EWS-Fli block: -2; PAX8 inh HTS: 0; PglD inh: 0; S100A4 inh HTS: -7

Results for C[C@@H]1CN([C@@H](C)CO)C(=O)c2cc(NC(=O)Nc3ccc(C(F)(F)F)cc3)ccc2O[C@@H]1CN(C)C(=O)Nc1ccc2c(c1)OCO2 ?
PGC1a acetyl inh: -7; LGR2 antag: -28; ERAP1 inh: -2; EWS-Fli block: -10; PglD inh: -2; S100A4 inh HTS: -5

How did CCCn1c(SCC(=O)Nc2ccc(OC)cc2)nnc1-c1ccncc1 do in these assays?
PGC1a acetyl inh: -20; PAX8 inh HTS: 2; FN deposit inh: 5; PglD inh: 2

How did Cc1ccc(C(=O)NCc2cccs2)cc1S(=O)(=O)N1CCCCC1 do in these assays?
PGC1a acetyl inh: -1; LGR2 antag: -1; ERAP1 inh: -1; EWS-Fli block: 6; PglD inh: -1; S100A4 inh HTS: 8

Results for CCN(CC(=O)NCc1ccc(Cl)cc1)C(=O)COc1ccc(Cl)cc1Br ?
LGR2 antag: 5; ERAP1 inh: -1; EWS-Fli block: 4; PAX8 inh HTS: 16; FN deposit inh: -2; S100A4 inh HTS: 1

How did CC12C=CC(=O)C=C1CCC1C3CCC(O)(C(=O)CO)C3(C)CC3OC312 (stereo unspecified) do in these assays?
ERAP1 inh: 4; EWS-Fli block: 2; PAX8 inh HTS: 0; FN deposit inh: 13; PglD inh: -5; S100A4 inh HTS: -2

How did O=C(O)COc1c(-c2ccc(Cl)cc2)oc2ccccc2c1=O do in these assays?
PGC1a acetyl inh: 7; LGR2 antag: -5; ERAP1 inh: -12; EWS-Fli block: -3; PAX8 inh HTS: 13; FN deposit inh: 3; S100A4 inh HTS: 4

How did CCOC(=O)c1nc2sc3c(c2c(=O)[nH]1)CCC(C)C3 (stereo unspecified) do in these assays?
PGC1a acetyl inh: 7; LGR2 antag: -4; ERAP1 inh: -2; EWS-Fli block: 5; PAX8 inh HTS: 0; FN deposit inh: 6; S100A4 inh HTS: -12

Results for C[C@H]1CN([C@@H](C)CO)S(=O)(=O)c2ccc(-c3ccccc3)cc2O[C@@H]1CN(C)C(=O)c1ccc2c(c1)OCO2 ?
PGC1a acetyl inh: -4; LGR2 antag: 14; ERAP1 inh: 4; EWS-Fli block: 10; PAX8 inh HTS: 13; PglD inh: 5; S100A4 inh HTS: -7

How did CCn1c(C(Cc2ccccc2)NC(=O)COC)nc2ccccc21 (stereo unspecified) do in these assays?
PGC1a acetyl inh: -7; LGR2 antag: 16; ERAP1 inh: 20; EWS-Fli block: -4; PAX8 inh HTS: 15; FN deposit inh: 0; PglD inh: 0; S100A4 inh HTS: 1

Results for CC(=O)N(C)C[C@H]1Oc2ncc(Br)cc2C(=O)N([C@H](C)CO)C[C@@H]1C ?
PGC1a acetyl inh: -12; LGR2 antag: -17&-11; ERAP1 inh: 7&1; EWS-Fli block: -1&-1; PAX8 inh HTS: -3; FN deposit inh: -1&10; PglD inh: 1&-1; S100A4 inh HTS: -4&5

Results for COc1ccc(NC(=S)N2CCC(C(=O)c3ccc(F)cc3)CC2)cc1 ?
LGR2 antag: -2; ERAP1 inh: 0; EWS-Fli block: 5; PAX8 inh HTS: 17; FN deposit inh: -3; PglD inh: 6; S100A4 inh HTS: 2

What do the screens show for `O=C(COc1ccccc1)NNC(=O)COc1ccc([N+](=O)[O-])cc1`?
PGC1a acetyl inh: -4; LGR2 antag: -2; ERAP1 inh: 11; EWS-Fli block: -8; PAX8 inh HTS: -20; S100A4 inh HTS: 3

What do the screens show for `COc1ccc(COC(=O)N/N=C(\C)CC(=O)Nc2ccc(Cl)cc2)cc1`?
LGR2 antag: -30; ERAP1 inh: -4; EWS-Fli block: 9; PAX8 inh HTS: 33; FN deposit inh: -2; PglD inh: 10; S100A4 inh HTS: 1

How did O=C(NC(=O)c1ccccc1)Nc1cccc(S(=O)(=O)N2CCCCC2)c1 do in these assays?
LGR2 antag: 16; ERAP1 inh: 1; EWS-Fli block: -11; PAX8 inh HTS: -16; FN deposit inh: -5; PglD inh: -6; S100A4 inh HTS: 9

Quoted at random: three records from the list
How did Cc1ccc(C(=O)NCc2cccs2)cc1S(=O)(=O)N1CCCCC1 do in these assays?
PGC1a acetyl inh: -1; LGR2 antag: -1; ERAP1 inh: -1; EWS-Fli block: 6; PglD inh: -1; S100A4 inh HTS: 8

What do the screens show for `O=C(CN1C(=O)NC2(CCCCC2)C1=O)NCCc1ccccc1`?
PGC1a acetyl inh: -2; LGR2 antag: -2; ERAP1 inh: 0; EWS-Fli block: -6; PAX8 inh HTS: -5; FN deposit inh: 6; PglD inh: 3; S100A4 inh HTS: -3

How did Cc1ccc(S(=O)(=O)NC2(C(F)(F)F)NC(=O)N(c3ccccc3F)C2=O)cc1 (stereo unspecified) do in these assays?
PGC1a acetyl inh: 2; LGR2 antag: -8; ERAP1 inh: -6; EWS-Fli block: -5; PAX8 inh HTS: 3; FN deposit inh: 5; PglD inh: -5; S100A4 inh HTS: -3

(listing goes on)
How did O=C(Nc1nc2c(F)cccc2s1)c1ccc([N+](=O)[O-])o1 do in these assays?
LGR2 antag: -30; ERAP1 inh: 3; EWS-Fli block: -105; PAX8 inh HTS: 19; FN deposit inh: 11; PglD inh: 0; S100A4 inh HTS: 6

What do the screens show for `COc1cc(-c2ccc(N3C(c4ccsc4)=Cc4ccccc4C3CC(C)=O)cc2)cc(OC)c1OC` (stereo unspecified)?
LGR2 antag: -47; EWS-Fli block: 4; PAX8 inh HTS: 18; S100A4 inh HTS: -23

Results for CCOC(=O)[C@]12CCCC=C1N(Cc1ccco1)C(=O)[C@H](CC(=O)N1CCCC1)C2 ?
LGR2 antag: 8; EWS-Fli block: -4; PAX8 inh HTS: -21; S100A4 inh HTS: -4

Results for C[C@@H]1CN([C@H](C)CO)C(=O)c2cc(NS(=O)(=O)c3ccccc3)ccc2O[C@@H](C)CCCCO[C@@H]1CN(C)C(=O)CCCN(C)C ?
PGC1a acetyl inh: 1; LGR2 antag: -7; ERAP1 inh: -1; EWS-Fli block: -5; PAX8 inh HTS: 7; FN deposit inh: -8; PglD inh: -3; S100A4 inh HTS: 5

How did CC(=O)N1[C@H](CN(C)C(=O)CN2CCOCC2)[C@@H](c2ccccc2)[C@@H]1CO do in these assays?
PGC1a acetyl inh: 8; LGR2 antag: 17; ERAP1 inh: -2; EWS-Fli block: 0; PAX8 inh HTS: -2; PglD inh: 2; S100A4 inh HTS: 2

What do the screens show for `CC1CCN(C(=O)CSc2nnc(CN3CCOCC3)n2-c2ccccc2)CC1`?
PGC1a acetyl inh: -17; LGR2 antag: -13; FN deposit inh: -5; PglD inh: 2

What do the screens show for `COc1cc2c(cc1NC(=O)CSc1ccccc1)oc1ccccc12`?
LGR2 antag: -20; ERAP1 inh: -4; EWS-Fli block: 0; PAX8 inh HTS: -12; S100A4 inh HTS: 1

Results for COc1ccc2oc(C(=O)OCC(=O)N3CCCCC3)c(C)c2c1 ?
PGC1a acetyl inh: 0; LGR2 antag: -22; ERAP1 inh: 0; EWS-Fli block: -6; PAX8 inh HTS: -89; FN deposit inh: -1; PglD inh: 1; S100A4 inh HTS: 5

How did Cc1ccc2nc(-c3cccc(NS(C)(=O)=O)c3)cc(-c3ccccc3)c2c1 do in these assays?
LGR2 antag: -24; ERAP1 inh: 0; EWS-Fli block: -7; PAX8 inh HTS: -21; FN deposit inh: 0; S100A4 inh HTS: 1

Rows were taken by chance; overall some 2.1% were active at least once.
